DAGLB inh: blocks human DAGLB lipase activity. Q8NCG7. HEK293T DAGLB membrane lysate, EnzChek fluorogenic substrate. inhibition, % at 5.17 µM. hit rate 0.059% among 340,000; in the data active = inhibition above about 34%;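 note: 0% = enzyme with vehicle and 100% = wells lacking enzyme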
Target sequence (Q8NCG7 whole entry, looked up): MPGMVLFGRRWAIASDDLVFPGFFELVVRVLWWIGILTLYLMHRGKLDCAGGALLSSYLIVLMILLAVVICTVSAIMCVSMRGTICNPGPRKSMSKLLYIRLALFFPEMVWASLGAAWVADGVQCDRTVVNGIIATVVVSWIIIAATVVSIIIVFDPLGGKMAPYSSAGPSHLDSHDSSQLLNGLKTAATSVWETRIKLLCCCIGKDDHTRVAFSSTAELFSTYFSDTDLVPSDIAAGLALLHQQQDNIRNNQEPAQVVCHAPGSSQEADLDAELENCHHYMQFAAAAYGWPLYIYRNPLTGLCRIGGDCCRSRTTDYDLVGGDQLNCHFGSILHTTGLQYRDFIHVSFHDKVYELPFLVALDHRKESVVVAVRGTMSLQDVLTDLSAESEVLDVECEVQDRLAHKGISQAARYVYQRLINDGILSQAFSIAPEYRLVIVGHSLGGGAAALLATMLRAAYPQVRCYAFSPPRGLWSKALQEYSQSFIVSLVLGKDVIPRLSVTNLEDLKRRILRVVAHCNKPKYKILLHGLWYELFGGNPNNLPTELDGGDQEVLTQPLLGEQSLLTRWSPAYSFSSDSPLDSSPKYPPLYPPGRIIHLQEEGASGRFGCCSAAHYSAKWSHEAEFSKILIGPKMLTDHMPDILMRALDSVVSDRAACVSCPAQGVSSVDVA
PKA-R2B activ: activators of human PKA-R2B complex. hit rate 0.079% among 340,000. activation, % at 11.4 µM. AID 504700. PKA-R2B holoenzyme dissociation, Cy5-IP20 fluorescence polarization; R2B truncated from residue 108, S112A mutant; 0% DMSO only, 100% 113 µM cGMP;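 active = activation above a cutoff set at the mean over all compounds plus 3 SD, cut at about 18% in these data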;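 note: higher means more holoenzyme dissociation and a rise in polarization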
Rtt109 Vps75: blocks Candida albicans Rtt109/Vps75 acetyltransferase activity | AID 540336 | hit rate 0.16% among 330,000 | inhibition, % at 34.9 µM | purified Rtt109/Vps75, ThioGlo CoA-SH fluorescence, 4 h;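 active = inhibition of at least 50% in every replicate; inconclusive = best replicate reaches 50% inhibition but some replicates fall short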
Target sequence (Q5AAJ8 whole entry, looked up): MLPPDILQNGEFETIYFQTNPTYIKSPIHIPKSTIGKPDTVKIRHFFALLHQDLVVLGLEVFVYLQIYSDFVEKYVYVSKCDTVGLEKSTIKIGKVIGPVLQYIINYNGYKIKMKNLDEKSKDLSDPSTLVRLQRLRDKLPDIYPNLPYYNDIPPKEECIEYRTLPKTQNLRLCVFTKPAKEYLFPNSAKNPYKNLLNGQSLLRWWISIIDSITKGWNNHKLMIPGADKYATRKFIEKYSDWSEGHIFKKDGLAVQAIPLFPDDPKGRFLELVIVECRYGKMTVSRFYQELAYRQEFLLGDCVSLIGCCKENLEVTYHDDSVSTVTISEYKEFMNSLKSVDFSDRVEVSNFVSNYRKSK
CAL PDZ FP-1: blocks peptide binding to the human CAL PDZ domain. hit rate 0.92% among 300,000. AID 602252. inhibition, % at 24.9 µM. purified CAL PDZ, TMR-peptide fluorescence polarization, 1 h;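 active = mean inhibition of at least 30% with at least half of replicates also reaching 30%; inconclusive = no clear call, values can overlap the other calls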;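 note: 0% = DMSO neutral control and 100% = excess unlabeled competitor peptide PRC23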
C-LANA FP: KSHV C-LANA DNA binding inhibition. AID 504423. MBP-C-LANA/FAM-LBS DNA binding, fluorescence polarization. inhibition, % at 9 µM. hit rate 0.078% among 340,000;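 active = highest replicate inhibition at or above 60% at 9 µM, even if other replicates fall short; inactive = all replicates below 60% inhibition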;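 note: 0% = neutral control wells and 100% = 4 µM acridine orange control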
Keap1 Nrf2 FP: inhibitors of human Keap1-Nrf2 protein-protein interaction. AID 504523. Keap1 Kelch-Nrf2 peptide fluorescence polarization, 1536-well. Q14145. hit rate 0.15% among 340,000. inhibition, % at 9.4 µM; in the data active = inhibition above about 12%; inconclusive = no clear call, values can overlap the other calls; inactive = below about 7.3%;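 note: human Keap1 Kelch domain with fluorescein labeled Nrf2 9mer peptide probe; 0% = neutral control wells and 100% = peptide positive control; higher means more block of Keap1 binding to Nrf2 peptide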
cardiac RTF act: cardiac RTF calcium sensitization; activation, % at 7.2 µM; P19429+P45379; hit rate 0.24% among 340,000; IANBD-labeled TnC RTF fluorescence at EC20 calcium; 0% EC20 calcium, 100% full calcium;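 active = activation above the mean over all tested compounds plus 3 SD, cut at about 30% in these data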;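 note: rise in fluorescence read as greater calcium sensitivity of cardiac thin filaments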
CAL PDZ FP-2: human CAL PDZ-peptide interaction inhibition; Q9HD26; purified CAL PDZ, TMR-peptide fluorescence polarization, 1 h; inhibition, % at 20 µM; hit rate 0.02% among 330,000; AID 504414;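 active = highest replicate inhibition of at least 40%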;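 note: plate controls were DMSO neutral control wells for no effect and unlabeled competitor peptide control wells for full effect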
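Material: tagged CAL PDZ protein CerCALP, purified; buffer or medium: sodium phosphate/NaCl buffer pH 7.4 with TCEP, IgG, Thesit; also added: fluorescent TMR peptide probe; schedule: 1 h incubation at room temperature before polarization reading; technique: fluorescence polarization from S- and P-plane intensities, G-factor corrected; control set: unlabelled peptide and DMSO controls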
SR-BI DiI-HDL act: enhances SR-BI lipid uptake from DiI-HDL. activation, % at 12.5 µM. CHO ldlA[mSR-BI] cells, DiI-HDL uptake fluorescence, 3 h; 100 = double the neutral-control signal. hit rate 0.096% among 320,000;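 active = mean replicate activation of at least 60% and every replicate at or above 60%; inconclusive = mean or all-replicate condition met, but not both; inactive = mean below 60% and not all replicates reaching 60%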;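 note: 0% = median plate neutral-control signal and 100% = twice that signal; values of inactives mirror those of a sister screen read the other way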
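system = CHO ldlA[mSR-BI] cells, LDL receptor-null, SR-BI overexpressing | medium = Ham's F12 with 0.5% BSA, HEPES 25 mM, pH 7.4 | probe or stimulus = DiI-HDL 10 µg/mL | compound dosing = single-point compound dose | incubation = compound exposure 3 h, 37 °C | technique = DiI fluorescence, bottom read | read-out = cell-associated DiI fluorescence as measure of HDL uptake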
RTF Ca sens inh: cardiac RTF calcium desensitization; P19429+P45379; IANBD-labeled cardiac RTF, Ca2+ fluorescence; inhibition, % at 7.15 µM; hit rate 0.12% among 340,000;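 active = inhibition above the mean inhibition of all tested compounds plus 3 SD, cut at about 17% in these data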;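 note: assay run at fixed EC70 calcium of 1.6 mM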
An asterisk follows results filed as active; i = inactive; ? = inconclusive; . = not tested or not shown; + = active, no number. No enrichment for hits, and some 1.6% of all compounds hit somewhere here.

SMILES	DAGLB inh	PKA-R2B activ	Rtt109 Vps75	CAL PDZ FP-1	C-LANA FP	Keap1 Nrf2 FP	cardiac RTF act	CAL PDZ FP-2	SR-BI DiI-HDL act	RTF Ca sens inh
CC(=O)N1c2ccc(S(=O)(=O)N3CCC(C(=O)N4CCCC(C)C4)CC3)cc2CC1C (stereo unspecified)	-1	-6	-8	3	0.8	-5	-1	-0.7	8	-9
CCc1nnc(NC(=O)CSc2nnc(CNC(=O)c3cc(OC)c(OC)c(OC)c3)o2)s1	-4	-7	14	.	0.1	-3	0	-0.2	11	1
CS(=O)(=O)c1nncn1-c1ccccc1	1	-1	5	-5	-0.2	3	-6	.	-7	-4
C=CCn1c(/N=C/c2ccc3c(c2)OCO3)nc2ccccc21	0	-1	-1	-2	-0.3	-6	-3	-2.1	9	1
CCn1ncc(/C=N/NC(=O)c2ccc3c(c2)OCO3)c1C	-2	0	-11	-4	0.4	2	1	.	5	0
CS(=O)(=O)Nc1nnc(SCC(=O)Nc2cccc([N+](=O)[O-])c2)s1	0	1	.	-1	-1.7	0	4	0.0	14	-18
COc1ccc(-n2c(SCC(=O)Nc3ccc(Cl)cc3)nc(O)c(Cc3ccccc3)c2=O)cc1	4	-7	-2	-3	-1.0	-1	-2	-2.8	11	6
CCN(CC)C(=O)C1CCCN(Cc2ccc(OC)c(C)c2C)C1 (stereo unspecified)	-1	4	9	-5	-0.6	-2	4	-0.8	12	-1
CCOC(=O)CSc1ncnc2c1cnn2-c1ccccc1	-15	-12	.	0	0.1	1	5	-2.8	3	2
CCCCCN(C(=O)CCC(=O)OCC(=O)N1CCCC(C)C1)c1c(N)n(CCCC)c(=O)[nH]c1=O (stereo unspecified)	-2	-8	5	-3	0.5	-3	0	-2.6	-3	5
Cc1cc(C)c2c(=O)[nH]c(=O)n(Cc3ccccc3)c2n1	1	3	-4	-4	1.2	-3	7	-0.7	.	1
O=C(CCNC(=O)c1ccccc1)NCCc1ccc(Cl)cc1	0	5	-1	-4	-2.1	-1	4	.	9	-36
O=C(O)CCCNC(=O)/C=C/c1ccco1	0	2	-11	1	31	2	-4	-0.9	19	5
CC(C)CN(CC(C)C)C(=O)CCCC(=O)N(CC(C)C)CC(C)C	-6	6	3	-3	0.0	4	-2	0.0	-20	-1
Cn1c(SCC(=O)Nc2ccc(Cl)cn2)nnc1C1CC1	0	5	-12	-5	-1.1	-4	-3	-1.6	10	2
Cc1nnc(SCc2cccc3ccccc23)s1	-5	7	1	-5	1.3	2	0	-1.3	-2	-3
O=C(C1CC1)N1N=C2CCCCC2C1(O)C(F)(F)F (stereo unspecified)	0	-4	3	.	-0.5	-6	-1	0.0	5	5
COc1cc(NC(=O)c2ccco2)c(C(=O)OCC(=O)Nc2ncc(Cl)cc2Cl)cc1OC	2	1	-13	.	0.2	-4	10	-0.5	-5	-7
CCOC(=O)/C(=N\Nc1ccccc1[N+](=O)[O-])c1csc(N)n1	22	-4	2	3	-0.1	-1	-2	0.2	-78	-3
O=C(OCc1ccc(C(=O)c2ccccc2)cc1)c1cccc(-c2nnc(-c3ccccc3)o2)c1	-2	3	-1	.	-0.4	0	0	0.8	8	-10
Cc1cccnc1NC(=O)C1CCN(S(=O)(=O)c2cccs2)CC1	1	5	-6	-5	-1.0	0	7	-0.5	-15	-8
Cc1nn(C)c(C)c1N1C(=O)c2cccc3c(N)ccc(c23)C1=O	-153	-6	-41	-13	183*	116*	+	0.3	14	i
COc1cccc(CN2CCC(n3nccc3NC(=O)CCOc3ccccc3)CC2)c1	3	3	5	6	-1.6	-3	3	-1.4	3	0
COc1ccc(N2CCN(C(=O)CN(Cc3ccccc3)S(C)(=O)=O)CC2)cc1	-2	-6	6	-3	0.8	-9	4	-2.3	-11	-6
CN(C)c1ccc(C=c2c3cc(O)ccc3n3c2cc(-c2ccccc2)[n+]3C)cc1	24	6	-19	-6	-49	-28	3	35	-61	2
Cc1cc(C(=O)COC(=O)c2n[nH]c(=O)c3ccccc23)c(C)n1C(C)C	-1	-2	3	-1	-1.4	1	-5	-1.2	-13	3
CN(CC(=O)Nc1ccc(F)cc1)CC(=O)Nc1ccc(Cl)c(S(=O)(=O)N2CCOCC2)c1	1	-7	4	-12	-2.2	2	-2	-1.2	-18	-10
COc1ccccc1N1CCN(C2=CC(=O)CCC2)CC1	-2	-8	21	-3	0.6	-1	0	-2.4	8	-6
CC(C)(C)N1CC2(c3ccccc3)CN(C(C)(C)C)CC(c3ccccc3)(C1)C2=O	-1	10	2	2	-1.6	-5	-8	-1.7	8	3
O=C(C1=C[C@@H](C2CC2)C[C@@H](OCCCCO)O1)N1CCOCC1	-1	2	1	-2	-1.1	0	5	-1.7	14	-10
CN(CCCNC(=O)c1cccn2c(=O)c3ccccc3nc12)Cc1ccccc1	-1	-9	-3	.	-1.7	-8	10	-5.9	6	-11
Cc1ccc(SCCN2CCC(C)CCC2=O)cc1 (stereo unspecified)	-3	8	0	0	0.3	-6	2	-0.5	-5	-1
COC(=O)c1ccc2c(=O)[nH]c(COC(=O)c3c(-c4ccccc4)noc3C)nc2c1	-2	-13	-12	-2	0.1	-5	9	-3.1	-4	-14
CN(C)CCCNC(=O)/C(=C\c1ccc(-c2ccc(Br)cc2)o1)NC(=O)c1ccccc1	5	-11	?	1	-0.8	-2	1	-0.3	28	5
COc1cccc(C(=O)c2c[nH]c(C(=O)NCc3cccnc3)c2)c1	0	1	-4	3	0.4	-2	2	-0.6	11	-5
COc1ccc(CN(C)CC(=O)Nc2ccccc2C(=O)NC2CC2)cc1F	0	1	-5	-2	-0.5	-5	4	1.0	-21	-7
CCC(C)(C(=O)NC1CCCCC1)N(CC1CCCO1)C(=O)c1ccccn1 (stereo unspecified)	1	9	-11	0	0.7	4	-5	-0.9	30	0
CC(C)c1ccccc1OCC(=O)NCC(c1cccs1)N1CCOCC1 (stereo unspecified)	-9	-10	1	-1	0.1	-8	3	-0.5	.	0
O=C(CSc1ccc2nnc(-c3cccnc3)n2n1)NCc1ccc2c(c1)OCO2	2	-1	2	-7	0.5	-4	-3	-1.4	30	-6
CCOC(=O)CCNCc1ccc(OC)c(OC)c1	-1	-17	-4	-1	-0.5	0	-1	0.1	24	6
O=C1CN(c2ccccc2)C(=S)N1C(=O)c1ccccc1	0	-8	1	-5	7.1	-2	3	-0.7	-9	-1
O=C(Nc1ccc(F)cc1)C1CCCN(S(=O)(=O)c2cccc3cccnc23)C1 (stereo unspecified)	-4	1	1	.	2.0	2	7	0.0	-5	-5
COc1ccc(C)cc1NC(=O)CSc1nnnn1Cc1ccccc1	0	-1	0	1	-0.8	-6	-11	-4.5	-25	1
O=C(O)CSCC(=O)Nc1ccccc1	2	0	27	-3	0.6	-4	-2	-1.7	36	-7
COc1ccc2oc(C(=O)Nc3ccc(C)cn3)c(C)c2c1	-5	-2	-1	-4	-0.1	-3	4	-0.2	16	-2

An excerpt from further up:
SMILES	DAGLB inh	PKA-R2B activ	Rtt109 Vps75	CAL PDZ FP-1	C-LANA FP	Keap1 Nrf2 FP	cardiac RTF act	CAL PDZ FP-2	SR-BI DiI-HDL act	RTF Ca sens inh
CCOC(=O)CCNCc1ccc(OC)c(OC)c1	-1	-17	-4	-1	-0.5	0	-1	0.1	24	6
O=C1CN(c2ccccc2)C(=S)N1C(=O)c1ccccc1	0	-8	1	-5	7.1	-2	3	-0.7	-9	-1

(listing goes on)
SMILES	DAGLB inh	PKA-R2B activ	Rtt109 Vps75	CAL PDZ FP-1	C-LANA FP	Keap1 Nrf2 FP	cardiac RTF act	CAL PDZ FP-2	SR-BI DiI-HDL act	RTF Ca sens inh
O=C(CN1CCCCCCC1)N/N=C/c1ccc(F)cc1F	1	3	7	-4	0.1	4	2	-2.6	32	-6
CCN(/N=C/c1ccc(Cl)cc1)c1cc(=O)n(C)c(=O)[nH]1	-1	-4	2	-1	2.1	-5	8	-4.5	-17	-6
CCOC(=O)c1c(N)sc(C(C)=O)c1C	0	1	1	-4	-1.8	-1	2	-0.5	13	-7
CCC(C)(C)n1nnnc1C(c1ccc(C)cc1)N(Cc1ccco1)Cc1cccs1 (stereo unspecified)	-21	-2	-2	-2	0.1	-2	2	-2.7	3	-2
Cc1nc2cc(C(=O)N3c4ccccc4CC3C)ccc2s1 (stereo unspecified)	0	-5	-2	2	-0.2	-7	3	-4.2	-49	5
CN1N=C(C(=O)N2CCCC(N3CCN(c4ccc(F)cc4)CC3)C2)CCC1=O (stereo unspecified)	0	8	-12	-1	0.0	3	-3	-1.5	18	-6
CC(C)(C)c1ccc(-n2ncc3c2CCCC3NC(=O)CCN2CCCCC2=O)cc1 (stereo unspecified)	1	-2	5	-4	1.5	-1	-2	-2.0	11	-4
COc1cc2c3c(c1OC)-c1cc4c(cc1CC3(C#N)N(C(=O)c1ccccc1)CC2)OCO4 (stereo unspecified)	-5	-2	-2	2	-0.7	-4	-4	-0.6	-53	-5
CCc1ccccc1NC(=O)c1nnn(CC(=O)Nc2ccccc2C)c1N	-1	6	2	2	-0.8	-2	3	-2.9	20	-13
O=S(=O)(NCC1CCCO1)c1ccc(S(=O)(=O)N(Cc2ccc(F)cc2)Cc2ccccn2)cc1 (stereo unspecified)	-1	6	2	-4	1.1	3	7	-2.8	29	-7
CCC1=Nc2cc(C(=O)O)ccc2Sc2ccccc21	3	7	5	4	1.8	-3	3	-2.3	.	-14
Cn1c(NC(=O)c2ccco2)c(-c2ccccc2Cl)c(=O)c2ccccc21	1	-15	14	-1	-1.9	-2	5	-0.5	0	-8
CC(NC(=O)COC(=O)Cn1cc(C(F)(F)F)ccc1=O)c1ccccc1 (stereo unspecified)	1	-4	-7	0	1.2	1	-1	-1.2	15	-12
O=C(Nc1ccccc1)OCCNC1CCCCC1	-2	4	-1	10	1.7	-2	-1	-0.3	12	-11
Cc1ccc(CSc2ncccc2C(=O)O)cc1	2	-4	-19	1	-1.6	6	1	-1.0	12	-1
Cc1onc(-c2ccccc2)c1C(=O)Nc1ccc2c(c1)OCO2	3	6	.	-1	0.2	2	4	-1.5	-14	1
CC(=O)Cc1c(C(=O)O)c(C)nn1-c1ccccc1	-1	-4	0	4	0.0	-3	2	0.5	16	-6
O=C(O)c1nn(CCOc2ccccc2F)c(=O)c2ccccc12	-2	-7	-6	.	0.9	1	-1	-3.3	.	0
O=C(CSc1nnc(NC(=O)Cc2ccccc2)s1)NCc1ccco1	-3	-5	8	-4	0.4	-3	2	-0.9	5	-6
CCN(/N=C/c1cccs1)c1cc(=O)n(C)c(=O)[nH]1	-2	-3	-3	3	-1.1	-3	-1	-2.2	.	-3
